# IDH1 mut inh – inhibitors of human IDH1 R132H; O75874; IDH1 R132H reductase, diaphorase/resazurin fluorescence, 60 min; inhibition, % at 10 µM; actives 0.18% (n = 70,000); AID 624101; in the data active means inhibition above about 34%;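 further: 0% = DMSO and 100% = no enzyme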
# Target sequence (O75874 whole entry R132H): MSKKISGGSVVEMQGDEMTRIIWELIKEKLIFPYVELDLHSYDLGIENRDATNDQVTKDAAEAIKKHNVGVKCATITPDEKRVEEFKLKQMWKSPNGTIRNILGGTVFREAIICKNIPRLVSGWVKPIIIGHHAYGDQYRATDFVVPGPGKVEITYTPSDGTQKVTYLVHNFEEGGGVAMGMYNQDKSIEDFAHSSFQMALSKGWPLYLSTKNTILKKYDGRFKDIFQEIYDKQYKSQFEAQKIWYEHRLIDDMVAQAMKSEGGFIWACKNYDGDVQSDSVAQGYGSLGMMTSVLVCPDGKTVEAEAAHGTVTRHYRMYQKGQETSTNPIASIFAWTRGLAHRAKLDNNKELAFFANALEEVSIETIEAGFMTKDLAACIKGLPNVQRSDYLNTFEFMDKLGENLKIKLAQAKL
# EZH2 inh – EZH2 (human) methyltransferase inhibition. PRC2 H3K27 methylation, DELFIA TRF, 1 h. inhibition, % at 12.5 µM. actives 0.35% (n = 57,000). AID 651548;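 active means mean inhibition of replicates at least 50% and every single replicate also reaching 50%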;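 further: dimethyl H3K27 on biotinylated H3 21-44 peptide detected by antibody; plate controls were median neutral control wells for no effect and median positive control wells for full effect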
# * = called active by the depositor; . = no result given. The list is partial (hit frequency here may not be typical).
# Results follow in this order: IDH1 mut inh | EZH2 inh
- COc1cccc(C#Cc2ccc3c(c2)O[C@H](CN(C)C(C)=O)[C@H](C)CN([C@@H](C)CO)S3(=O)=O)c1
 : 1.8 | -31
- Cc1c(C(N)=O)sc2ncn(CC(=O)Nc3cc(Cl)ccc3Cl)c(=O)c12
 : 0.1 | -1
- CCCNC(=O)N(C)C[C@@H]1Oc2cc(Br)ccc2S(=O)(=O)N([C@H](C)CO)C[C@H]1C
 : 0.3 | 7
- O=C1Oc2cc(O)cc(O)c2[C@@H](c2ccc(O)cc2)[C@H]1[C@H]1C(=O)Oc2cc(O)cc(O)c2[C@H]1c1ccc(O)cc1
 : 52* | .
- CS(=O)(=O)N(CC(=O)NC1CCCC1)c1cccc(F)c1
 : 0.0 | -2
- Cc1noc(C)c1NC(=O)Nc1ccc2c(c1)C(=O)N([C@H](C)CO)C[C@H](C)[C@H](CN(C)S(=O)(=O)c1ccc(F)cc1)OCCCC[C@@H](C)O2
 : -0.8 | .
- O=C1O[C@H](c2ccccc2)[C@H](c2ccccc2)N2[C@H]1[C@@H](C(=O)N1CCN(c3ncccn3)CC1)[C@]1(C(=O)Nc3ccc(C#CC4=CCCCC4)cc31)[C@H]2c1ccc(OCCO)cc1
 : . | -10
- COc1ccc(C#Cc2cnc3c(c2)C(=O)N([C@H](C)CO)C[C@@H](C)[C@@H](CN(C)C(=O)c2ccccc2F)O3)cc1
 : -2.4 | -10
- CC1CCC2C(C)(C)[C@@H](O)CC[C@]2(C)C12Cc1c(O)cc3c(c1O2)CN(C(CCC(=O)O)C(=O)O)C3=O (stereo partly drawn)
 : 0.0 | 9
- C[C@H]1CN([C@@H](C)CO)C(=O)c2cccc(NS(C)(=O)=O)c2O[C@H]1CN(C)C(=O)NC1CCCCC1
 : 1.4 | -5
- CC(C)NC(=O)Nc1ccc2c(c1)C(=O)N([C@@H](C)CO)C[C@@H](C)[C@H](CN(C)S(C)(=O)=O)OCCCC[C@@H](C)O2
 : 3.3 | .
- CC(=O)N[C@@H]1CC[C@@H](CC(=O)NCc2ccc(Cl)cc2)O[C@H]1CO
 : 0.0 | 4
- C[C@@H]1CN([C@H](C)CO)C(=O)c2cccc(NS(C)(=O)=O)c2O[C@@H]1CN(C)C(=O)NC1CCCCC1
 : 2.2 | -6
- C[C@@H]1CN([C@H](C)CO)C(=O)Cc2cc(NS(=O)(=O)c3cccs3)ccc2O[C@H]1CN(C)CC1CC1
 : 0.2 | .
- CCn1c(SCC(=O)Nc2cccc(Cl)c2C)nnc1-c1ccc(Br)cc1
 : -0.3 | 2

# New compounds follow:
# Results follow in this order: IDH1 mut inh | EZH2 inh
- C[C@H]1CN([C@@H](C)CO)C(=O)c2cc(C#CC3(O)CCCC3)cnc2O[C@@H]1CN(C)C(=O)Cc1ccncc1
 : 11 | -1
- O=C(Nc1ccccc1F)N[C@@H]1CC[C@@H](CCNC(=O)C2CCCC2)O[C@H]1CO
 : -0.3 | -1
- C[C@@H]1CN([C@@H](C)CO)C(=O)Cc2cc(NC(=O)Nc3cccc4ccccc34)ccc2O[C@H]1CN(C)S(=O)(=O)c1cn(C)cn1
 : -6.2 | .
- COCC#Cc1ccc2c(c1)O[C@H](CN(C)Cc1ccc3c(c1)OCO3)[C@@H](C)CN([C@@H](C)CO)S2(=O)=O
 : 0.1 | 13
- CCC(=O)N[C@@H]1C=C[C@H](CC(=O)NCc2ccccc2OC)O[C@H]1CO
 : 0.1 | -12
- CO[C@H]1CN(C)C(=O)c2ccc(NS(C)(=O)=O)cc2OC[C@H](C)N(CC2CC2)C[C@H]1C
 : -0.1 | -5
- CCCC(=O)Nc1ccc2c(c1)C(=O)N(C)C[C@H](OC)[C@H](C)CN(C(C)=O)[C@@H](C)CO2
 : 0.3 | 2
- C[C@H]1CN([C@@H](C)CO)S(=O)(=O)c2ccc(-c3ccccc3)cc2O[C@@H]1CN(C)Cc1ccccn1
 : 2.8 | 21
- C[C@@H]1CN([C@H](C)CO)C(=O)c2cc(C#Cc3ccccc3F)cnc2O[C@@H]1CN(C)S(C)(=O)=O
 : -0.1 | .
- COc1ccc(S(=O)(=O)Nc2ccc3c(c2)C(=O)N([C@H](C)CO)C[C@H](C)[C@H](CN(C)S(=O)(=O)c2c(C)noc2C)OCCCC[C@H](C)O3)cc1
 : 2.1 | .
- COc1ccc(OC)c(S(=O)(=O)N(C)CC(=O)Nc2ccc3c(c2)OCCO3)c1
 : -0.1 | -14
- C[C@H](CO)N1C[C@H](C)[C@@H](CN(C)Cc2ccc3c(c2)OCO3)Oc2ccc(NS(=O)(=O)c3ccc(F)cc3)cc2CC1=O
 : 2.6 | 1
- C[C@H](CO)N1C[C@H](C)[C@@H](CN(C)Cc2ccccc2)Oc2ncc(-c3ccccc3)cc2C1=O
 : -1.8 | -7
- O=C(CSc1nnc2scc(-c3ccccc3)n12)Nc1nsc(-c2ccc(Cl)cc2)n1
 : -0.3 | -3
- CC(C)(C)[S@@](=O)N1Cc2cc(C(=O)NCc3ccc4c(c3)OCO4)nc(-c3cccc(-c4ccncc4)c3)c2[C@H]1CCO
 : 12 | -5

# Next compounds:
# Results follow in this order: IDH1 mut inh | EZH2 inh
- O=C(C[C@@H]1C[C@@H]2c3cc(NC(=O)NC4CCCC4)ccc3O[C@@H]2[C@@H](CO)O1)NCc1cc(F)ccc1F
 : 0.3 | -7
- Cc1noc(C)c1NC(=O)N(C)C[C@@H]1Oc2ccc(NC(=O)C3CC3)cc2C(=O)N([C@@H](C)CO)C[C@@H]1C
 : 1.9 | 6
- C[C@H](CO)N1C[C@H](C)[C@H](CN(C)S(C)(=O)=O)Oc2cc(C#Cc3ccc(F)cc3)ccc2S1(=O)=O
 : -3.0 | -5
- COc1cccc(NC(=O)N(C)C[C@H]2OCc3ccccc3-c3ccccc3C(=O)N([C@H](C)CO)C[C@@H]2C)c1
 : 0.2 | 3
- CC(C)NC(=O)Nc1ccc2c(c1)C(=O)N([C@H](C)CO)C[C@H](C)[C@H](CN(C)S(=O)(=O)c1cccs1)OCCCC[C@H](C)O2
 : 1.8 | .
- CCOC(=O)c1c(C)oc2ccc(OCc3cc(C(=O)OC)oc3C)cc12
 : 0.3 | 41
- C[C@H]1CN([C@@H](C)CO)C(=O)Cc2cc(NC(=O)Nc3ccccc3)ccc2O[C@@H]1CN(C)Cc1ccc(C(=O)O)cc1
 : -2.1 | 4
- C[C@@H]1CN([C@@H](C)CO)S(=O)(=O)c2ccc(/C=C/c3ccccc3)cc2O[C@H]1CN(C)C(=O)c1ccc2c(c1)OCO2
 : 4.1 | -16
- Cc1noc(C)c1S(=O)(=O)Nc1ccc2c(c1)C(=O)N([C@H](C)CO)C[C@H](C)[C@H](CN(C)S(=O)(=O)c1cccs1)OCCCC[C@@H](C)O2
 : 6.0 | .
- C[C@@H]1CN([C@@H](C)CO)C(=O)c2cc(NS(C)(=O)=O)ccc2O[C@H]1CN(C)Cc1ccc(Oc2ccccc2)cc1
 : . | -1
- COc1cc(/C=N/NC(=O)CCCCCCC(=O)Nc2ccccc2O)c(Br)cc1O
 : -0.5 | 2
- COc1ccc(S(=O)(=O)N(C)C[C@H]2OCCCC[C@@H](C)Oc3ccc(NC(=O)c4ccncc4)cc3C(=O)N([C@H](C)CO)C[C@@H]2C)cc1
 : 1.0 | .
- COc1ccc(S(=O)(=O)Nc2ccc3c(c2)C(=O)N([C@@H](C)CO)C[C@H](C)[C@@H](CN(C)Cc2ccccc2)O3)cc1
 : 0.9 | .
- COc1cccc(-c2cc(=O)c3ccccc3o2)c1N
 : -1.8 | 12
- C[C@H](CO)N1C[C@H](C)[C@H](CN(C)S(=O)(=O)c2cn(C)cn2)OCCCC[C@H](C)Oc2ccc(NC(=O)Cc3ccccc3)cc2C1=O
 : 2.7 | .

# New compounds follow
# Results follow in this order: IDH1 mut inh | EZH2 inh
- CC(C)C#Cc1cnc2c(c1)C(=O)N([C@@H](C)CO)C[C@H](C)[C@H](CN(C)Cc1ccccn1)O2
 : 3.0 | .
- C[C@@H]1CN([C@@H](C)CO)C(=O)c2ccccc2-c2ccccc2CO[C@@H]1CN(C)S(=O)(=O)c1cccs1
 : -3.6 | 4
- O=C(C[C@H]1C=C[C@H](NC(=O)c2ccccn2)[C@@H](CO)O1)NCc1cc(F)cc(F)c1
 : -0.6 | 7
- CC(Oc1ccccc1F)C(=O)Nc1ccccc1[N+](=O)[O-] (stereo not drawn)
 : -0.5 | 13
- C[C@H]1CN([C@@H](C)CO)C(=O)c2cccc(NS(=O)(=O)c3ccccc3)c2O[C@H]1CN(C)C(=O)NC1CCCCC1
 : 0.9 | 9
- C[C@@H]1CN([C@H](C)CO)C(=O)c2cc(NC(=O)Nc3ccc(C(F)(F)F)cc3)ccc2O[C@@H](C)CCCCO[C@H]1CN(C)S(=O)(=O)c1cn(C)cn1
 : 2.4 | .
- COc1ccc(S(=O)(=O)N(C)C[C@H]2OCCCC[C@@H](C)Oc3ccc(NC(=O)CCC(F)(F)F)cc3C(=O)N([C@@H](C)CO)C[C@H]2C)cc1
 : -0.3 | .
- C[C@H]1CN([C@@H](C)CO)C(=O)c2cc(NC(=O)C3CC3)ccc2O[C@H]1CN(C)S(=O)(=O)c1ccc(F)cc1
 : 0.7 | 9
- O=C(CCC1COc2ccccc2O1)Nc1ncc(C(F)(F)F)cc1Cl (stereo not drawn)
 : 2.0 | .
- O=C1NC(=O)c2cc(Nc3ccc(F)cc3)c(Nc3ccc(F)cc3)cc21
 : 1.7 | -6
- COc1ccccc1NC(=O)c1ccc(NC(=O)C2COc3ccccc3O2)cc1 (stereo not drawn)
 : 0.4 | 8
- Cc1ccc(S(=O)(=O)NCC[C@@H]2CC[C@@H](NC(=O)c3cccc(F)c3)[C@@H](CO)O2)cc1
 : -0.5 | -1
- O=C(C[C@H]1CC[C@@H](NC(=O)c2ccncc2)[C@H](CO)O1)NCC1CC1
 : 0.1 | 3
- O=C(Nc1cccc(F)c1)N[C@@H]1CC[C@H](CCn2cc(Cc3ccccc3)nn2)O[C@@H]1CO
 : 0.0 | -3
- C[C@@H](NC(=O)C[C@@H]1CC[C@@H](NC(=O)C2CC2)[C@H](CO)O1)c1ccccc1
 : 0.3 | -7

# Next section:
# Results follow in this order: IDH1 mut inh | EZH2 inh
- Cc1ccc(NC(=O)CSc2nc(N)cc(=O)[nH]2)cc1Cl
 : -0.3 | .
- Cc1cc(COc2ccccc2OCc2cc(C)no2)on1
 : 2.2 | .
- C[C@H](CO)N1C[C@H](C)[C@@H](CN(C)C(=O)Nc2ccc(C(F)(F)F)cc2)Oc2ccc(N(C)C)cc2CC1=O
 : -2.2 | -6
- C[C@H](CO)N1C[C@H](C)[C@@H](CN(C)C(=O)c2cccnc2)Oc2ncc(-c3ccccc3)cc2C1=O
 : 0.3 | .
- C[C@H](CO)N1C[C@H](C)[C@H](CN(C)C(=O)C2CCOCC2)Oc2ncc(-c3cccnc3)cc2C1=O
 : -0.3 | 14
- Cn1nnnc1SCC(=O)Nc1cccc(Cl)c1Cl
 : -0.6 | 5
- C[C@H](CO)N1C[C@H](C)[C@@H](CN(C)C)Oc2ncc(-c3cccc(C#N)c3)cc2C1=O
 : 0.8 | 1
- CO[C@@H]1CN(C)C(=O)c2cc(NC(=O)C3CCC3)ccc2OC[C@@H](C)N(Cc2ccc(F)cc2)C[C@@H]1C
 : 0.0 | 1
- C[C@@H]1CN([C@H](C)CO)S(=O)(=O)c2ccc(C#CC3CC3)cc2O[C@@H]1CN(C)C(=O)c1ccncc1
 : 5.6 | -7
- CC(C)C#Cc1cnc2c(c1)C(=O)N([C@@H](C)CO)C[C@@H](C)[C@H](CN(C)Cc1cccc(F)c1)O2
 : -1.8 | .
- C[C@@H]1CN([C@@H](C)CO)S(=O)(=O)c2ccc(-c3cncnc3)cc2O[C@H]1CN(C)C(=O)Cc1cccnc1
 : 13 | .
- CC(C)NC(=O)Nc1cccc2c1O[C@@H](CN(C)S(=O)(=O)c1ccc(F)cc1)[C@@H](C)CN([C@@H](C)CO)C2=O
 : . | 6
- COc1cc(C2OCC3C(c4cc(OC)c(OC)c(OC)c4)OCC23)cc(OC)c1OC (stereo not drawn)
 : 2.5 | 8
- CCC(=O)N(C)C[C@@H]1Oc2ncc(C#Cc3ccccc3OC)cc2C(=O)N([C@H](C)CO)C[C@H]1C
 : -0.1 | .
- CO[C@@H]1CN(C)C(=O)c2cc(NC(=O)Nc3ccc(Cl)cc3)ccc2OC[C@@H](C)N(C(=O)Nc2c(C)noc2C)C[C@H]1C
 : . | -17

# The closing 5 entries of the part before lead into the next:
# Results follow in this order: IDH1 mut inh | EZH2 inh
- C[C@@H]1CN([C@@H](C)CO)S(=O)(=O)c2ccc(-c3cncnc3)cc2O[C@H]1CN(C)C(=O)Cc1cccnc1
 : 13 | .
- CC(C)NC(=O)Nc1cccc2c1O[C@@H](CN(C)S(=O)(=O)c1ccc(F)cc1)[C@@H](C)CN([C@@H](C)CO)C2=O
 : . | 6
- COc1cc(C2OCC3C(c4cc(OC)c(OC)c(OC)c4)OCC23)cc(OC)c1OC (stereo not drawn)
 : 2.5 | 8
- CCC(=O)N(C)C[C@@H]1Oc2ncc(C#Cc3ccccc3OC)cc2C(=O)N([C@H](C)CO)C[C@H]1C
 : -0.1 | .
- CO[C@@H]1CN(C)C(=O)c2cc(NC(=O)Nc3ccc(Cl)cc3)ccc2OC[C@@H](C)N(C(=O)Nc2c(C)noc2C)C[C@H]1C
 : . | -17
- COc1ccc([C@@]2(O)c3c(ccc(CC=C(C)C)c3O)NC(=O)[C@@H]2OC)cc1
 : 0.6 | .
- O=C(O)c1cccc(NS(=O)(=O)c2cccc(S(=O)(=O)c3ccc(Cl)c(Cl)c3)c2)c1
 : 2.7 | 7
- C[C@@H]1CCCCO[C@H](CN(C)C(=O)Cc2ccccc2)[C@H](C)CN([C@@H](C)CO)C(=O)c2cc(NC(=O)c3ccncc3)ccc2O1
 : -0.4 | .
- C[C@@H]1CN([C@@H](C)CO)C(=O)CCCn2cc(nn2)CO[C@H]1CN(C)Cc1ccc2c(c1)OCCO2
 : 0.0 | -4
- COc1ccccc1-c1ccc2c(c1)O[C@H](CN(C)C(=O)c1ccncc1)[C@H](C)CN([C@H](C)CO)S2(=O)=O
 : 2.1 | 3
- CNC[C@H]1Oc2c(NC(=O)C3CCOCC3)cccc2C(=O)N([C@H](C)CO)C[C@H]1C
 : 3.8 | -8

# Compound activity: PubChem BioAssay, Broad Institute
